Screens: PubChem BioAssay, National Center for Advancing Translational Sciences (NCATS)
ALDH1A1 inh: ALDH1A1 (human) enzyme inhibition. P00352. 220,000 compounds, 7.3% hits. AID 1030. Purified ALDH1A1, NADH fluorescence, propionaldehyde substrate. Potency, µM (doses to about 75.3 µM), for the others: top-dose activity, negative = inhibition, most hits filed as inhibitors; active means well fitted inhibition curve with a large enough effect, not every such curve was filed as active; inconclusive means small, poorly fitted or top-dose-only effect, or another doubt; inactive means no such curve, though single readings can be large or run the other way;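 further: plate controls were no enzyme wells and a reference inhibitor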
Target sequence (P00352 whole entry, looked up): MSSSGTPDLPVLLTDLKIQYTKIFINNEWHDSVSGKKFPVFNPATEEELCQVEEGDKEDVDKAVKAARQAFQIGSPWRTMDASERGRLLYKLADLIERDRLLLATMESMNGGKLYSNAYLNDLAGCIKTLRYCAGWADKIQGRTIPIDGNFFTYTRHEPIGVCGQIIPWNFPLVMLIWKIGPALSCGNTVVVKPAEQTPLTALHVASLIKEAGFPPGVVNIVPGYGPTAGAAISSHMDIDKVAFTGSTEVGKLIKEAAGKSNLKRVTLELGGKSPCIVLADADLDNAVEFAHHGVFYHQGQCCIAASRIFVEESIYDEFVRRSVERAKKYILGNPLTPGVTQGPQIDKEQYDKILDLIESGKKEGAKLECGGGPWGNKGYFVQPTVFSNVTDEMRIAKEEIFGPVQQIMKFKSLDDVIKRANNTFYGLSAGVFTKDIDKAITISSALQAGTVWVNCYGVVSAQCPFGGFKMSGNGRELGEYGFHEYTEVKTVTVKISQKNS
Epigenetic reg: regulators of epigenetic silencing causing reporter derepression in mouse cells. murine LDR cells, GFP reporter derepression, 30 h. Potency, µM (series often up to 53.9 µM), for inactives: at the top dose GFP activation, usual class: activators. 280,000 compounds, 0.2% hits; further: % of control where 0% means no effect; nearly all actives have a fitted effect of over 60% in size
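GFP-positive cell count by laser-scanning cytometry (objects 20–120 um) after 30 h, 37 C compound exposure of murine LDR cells; reporter is CMV-GFP integrated at a silenced locus, inducible by HDAC or DNMT inhibitors.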
GAA glycogen mod: inhibitors or activators of human alpha-glucosidase glycogen cleavage; recombinant GAA, glycogen substrate, Amplex Red glucose oxidase fluorescence; P10253; Potency, µM (titrated, usually from 76.4 µM), for the others: top-dose activity change, negative = inhibition, most hits filed as inhibitors; 300,000 compounds, 0.38% hits;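 further: 0% = full enzyme reaction and -100% = no-enzyme basal signal; the screen sought inhibitors and activators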
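Natural-substrate format: glycogen cleavage by 4 nM human enzyme, glucose read by Amplex Red coupling (Ex 573, Em 610 nm). Normalized to enzyme and no-enzyme controls.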
aGal spleen mod: inhibits or activates alpha-galactosidase in human spleen homogenate; Potency, µM (series often up to 80 µM), inactives show at the top dose activity change, negative = inhibition, hits mostly inhibitors; 240,000 compounds, 0.008% hits; human spleen homogenate, 4MU-alpha-Gal fluorescence, 40 min; AID 2107;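 further: 0% = enzyme with vehicle and -100% = no enzyme basal signal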
Target sequence (P06280 32-429 limits assumed): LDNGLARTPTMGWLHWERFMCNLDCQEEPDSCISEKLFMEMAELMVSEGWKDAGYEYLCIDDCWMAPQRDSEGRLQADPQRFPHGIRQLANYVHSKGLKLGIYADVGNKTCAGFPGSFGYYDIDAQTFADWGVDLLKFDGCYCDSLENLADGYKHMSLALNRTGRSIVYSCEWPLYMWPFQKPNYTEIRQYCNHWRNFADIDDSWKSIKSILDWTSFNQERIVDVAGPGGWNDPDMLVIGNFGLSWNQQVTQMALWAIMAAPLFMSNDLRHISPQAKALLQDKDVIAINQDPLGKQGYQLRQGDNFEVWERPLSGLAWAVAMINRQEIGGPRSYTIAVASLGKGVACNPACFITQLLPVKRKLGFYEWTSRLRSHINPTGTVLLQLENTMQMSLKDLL
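qHTS titration in buffer at pH 5.0. Alpha-galactosidase activity in spleen homogenate was measured via 4-methylumbelliferone release from 1 mM fluorogenic substrate after 40 min at 37C and a pH 10 stop. AC50 came from Hill fits of control-normalized data.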
GAA inhib: inhibitors of human lysosomal alpha-glucosidase. 200,000 compounds, 0.005% hits. purified human GAA, 4-MU-alpha-glucoside fluorescence. P10253. AID 1466. Potency, µM (highest dose often 76.9 µM), without a hit: at the highest dose activity change, negative = inhibition, actives largely listed as inhibitors;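 further: plate controls were uninhibited enzyme wells for no effect and no-enzyme background for full effect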
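Enzyme (4 nM final) mixed with compound (up to 77 uM), then 4-MU-alpha-D-pyranoside (400 uM final) added; 20 min at room temperature, pH 5.0. Reaction stopped at pH 10, fluorescence read, AC50 derived by Hill fit.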
NPSR antag: neuropeptide S receptor (human) antagonism, cAMP; Q6W5P4; CHO-NPSR cells, cAMP TR-FRET, antagonist mode; Potency, µM (highest dose often 38.3 µM), without a hit: at the highest dose activity change, negative = inhibition, usual class: inhibitors; 220,000 compounds, 1% hits; AID 1461; further: on the % scale 0 is the no-effect control and ±100 the full control effect; nearly all actives have a fitted effect of over 50% in size; many of its hits are not listed in these tables
Tau fluor counter: counter-screen for tau fibril formation inhibitors; AID 1463; Potency, µM (doses to about 57.7 µM), without a hit: at the highest dose activity change, negative = decrease; tau K18 P301L (four-repeat tau fragment) Alexa594 fluorescence, heparin fibrillization; 280,000 compounds, 0.93% hits; further: on the % scale 0 is the no-effect control and ±100 the full control effect; nearly all actives have a fitted effect of over 55% in size
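Human K18 P301L tau (15 uM unlabeled plus 0.24 uM Alexa 594-labeled, final) in 100 mM sodium acetate pH 7 was mixed with compound and 20 uM heparin and incubated 6 hr at 37 C.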
aGlu spleen mod: inhibitors or activators of human alpha-glucosidase in spleen homogenate | P10253 | human spleen homogenate, 4-MU-alpha-glucoside fluorescence | 240,000 compounds, 0.006% hits | AID 2112 | Potency, µM (titrated, usually from 79.9 µM), for inactives: at the top dose activity change, negative = inhibition, actives largely listed as inhibitors;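 further: 0% = enzyme with vehicle and -100% = no enzyme basal signal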
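Human spleen homogenate (1 ug) incubated with compounds and 1 mM 4-methylumbelliferyl-alpha-D-glucopyranoside in pH 5.0 citrate/phosphate buffer, 37 C, 40 min. Stopped at pH 10; 4-MU fluorescence (Ex 365/Em 440 nm); AC50 by Hill fit.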
Active calls of the source: *; ? = inconclusive; · = no result given; & = joins results of further samples; [ ] = remark or other dose. Unless noted, the call rests on the fitted dose curve; in most records, active means well fitted curve in the direction sought with a large enough effect; inconclusive means small, poorly fitted or top-dose-only effect, or another doubt; inactive means no such curve, though single readings can be large; an effect the other way counts as inactive or inconclusive. Potency means the concentration at half of the fitted maximal effect.

SMILES	ALDH1A1 inh	Epigenetic reg	GAA glycogen mod	aGal spleen mod	GAA inhib	NPSR antag	Tau fluor counter	aGlu spleen mod
Cn1c(SCc2ccc3c(c2)OCO3)nnc1-c1ccccc1	-3%	-5.4%	1%	14%	2%	-8%[46.1 µM]	7%	-23%
Cc1ccc(-c2n[nH]c(=O)c3ccccc23)cc1N	10%	0.0%	12%	3%	1%	-1%[46.1 µM]	0%	-8%
CCN(C(=O)COC(=O)CNS(=O)(=O)c1ccccc1)c1ccccc1	-4%	-0.2%	-1%	5%	-5%	-5%	-1%	3%
Cn1c(-c2ccc3c(c2)OCO3)c(C(=O)O)c(=O)c2ccccc21	?	-1.0%	4%	3%	-4%	0%	8%	3%
CCOC(=O)C1=C(C)Nc2ccc(C)cc2S1	-1%	-1.9%	?	-7%	-2%	-23%[46.1 µM]	?	-8%
O=C(Cc1ccccc1)NCCN1CCCC1	·	0.0%	6%	11%	·	5%	-3%	5%
O=C(Nc1ccccc1-c1ccccc1)NC1CCN(C(=O)N2CCOCC2)CC1	0%	-0.8%	3%	-21%	6%	21%[46.1 µM]	5%	-5%
Cc1ccc(S(=O)(=O)c2cnc(-c3ccccc3)nc2N2CCCCC2)cc1	13µM*	2.6%	6%	-10%	10%	-54%	-15%	0%
CCOCC(=O)Nc1cccc(Br)c1	20µM*	-5.1%	-3%	14%	-4%	4%[46.1 µM]	-7%	1%
O=C(/C=C/c1ccc(OCCCF)cc1)Nc1ccnc(-c2ccncc2)n1	-3%	-0.3%	5%	6%	-3%	-33%	-14%	3%
c1ccc(-n2c(-c3ccncc3)nnc2-c2cccs2)cc1	-7%	2.1%	16%	-4%	-5%	-1%[46.1 µM]	2%	-7%
O=CNNC(=O)c1cccc([N+](=O)[O-])c1	0%	-1.1%	10%	-6%	0%	15%	-1%	-4%
O=C(CC1C(=O)NCCN1Cc1ccc(-c2ccccc2)cc1)NC1CCC1 (stereo unspecified)	?	3.2%	-10%	1%	?	13%	8%	3%
CCCCNC(=S)N(C)/N=C/c1c(C)[nH]c2ccccc12	7%	0.0%	-4%	6%	0%	-2%	?	-1%
CC(/C=N/NC(=O)Cc1cc(=O)[nH][nH]1)=C\c1ccccc1	?	0.0%	?	-2%	-5%	?	-22%	-5%
O=C1NC2(CCCCC2)C(=O)N1CCS(=O)(=O)Oc1ccccc1	?	-4.4%	4%	1%	-6%	-10%[46.1 µM]	-18%	0%
Cc1nc2ccc(S(=O)(=O)NC(C(=O)NC3CCCC3)C(C)C)cc2s1 (stereo unspecified)	3%	0.1%	7%	-2%	0%	-2%[46.1 µM]	-4%	2%
c1ccc(-c2cn3c(n2)-c2ccccc2C3)cc1	?	2.1%	3%	5%	-6%	5%	-9%	2%
Cc1ccc(/C=C2/NC(=O)N(Cc3ccccc3F)C2=O)s1	?	3.5µM*	-10%	-2%	-4%	2%	-8%	-5%
Cn1ncc2c(NCc3cccc(C(F)(F)F)c3)c(C(=O)O)cnc21	9%	0.0%	2%	5%	-1%	-18%	-5%	3%
CCOC(=O)c1coc(CNC(=O)c2c(C)oc3c2CCCC3)c1	-8%	0.9%	-4%	7%	8%	-11%[46.1 µM]	-9%	5%
CC(C)(C)c1cc(NC(=O)CSc2nnc(N)s2)n(-c2ccccc2)n1	4%	-0.9%	4%	-5%	2%	2%[46.1 µM]	-10%	-8%
CC1CCN(C(c2ccc(N(C)C)cc2)c2nnnn2Cc2ccc(F)cc2)CC1 (stereo unspecified)	?	0.7%	9%	5%	1%	?	?	2%
O=C(NC(=S)Nc1cccc(NC(=O)c2ccc(Cl)cc2Cl)c1)c1cccs1	?	5.7%	15%	0%	-3%	-34%	-25%	-7%
Cc1ccc(NCN2C(=O)C3C4C=CC(C4)C3C2=O)cc1 (stereo unspecified)	4%	1.5%	3%	-2%	-2%	9%[46.1 µM]	-2%	-9%

More compounds follow.
SMILES	ALDH1A1 inh	Epigenetic reg	GAA glycogen mod	aGal spleen mod	GAA inhib	NPSR antag	Tau fluor counter	aGlu spleen mod
CC(=O)N/C(=C/c1ccccc1)C(=O)NC(Cc1ccccc1)C(=O)O (stereo unspecified)	-4%	1.1%	1%	-4%	-2%	13%	6%	1%
Cc1sc2nc(CC(N)=O)[nH]c(=O)c2c1-c1ccccc1	7.1µM*	1.1%	-4%	0%	?	-2%	11%	-1%
O=C(Nc1ccccc1Cc1ccccc1)c1ccccc1NS(=O)(=O)c1ccc(Cl)s1	-2%	-1.0%	-7%	-14%	-5%	-6%	?	-11%
COc1ccc(C(=O)COc2ccc(C)cc2NC(C)=O)cc1	·	0.1%	-12%	4%	·	-14%	-6%	0%
Cc1cc(Cl)ccc1OCCCC(=O)NCc1ccncc1	-2%	5.1%	2%	2%	0%	9%	6%	-5%
O=c1cc(-c2ccc(O)c(O)c2)oc2cc(O)c(C3OC(CO)C(O)C(O)C3O)c(O)c12 (stereo unspecified)	-10%	-1.5%	?	-10%	·	7%	-16%	-8%
Cc1ccc(C(NC(=O)N2CCOCC2)C(Cl)(Cl)Cl)cc1F (stereo unspecified)	5%	-1.0%	-1%	6%	2%	12%	4%	0%
CCCCCCCCCCCCCCCC(=O)N[C@@H](COP(=O)(O)O)C(=O)O	3%&8%	0.0%&-1.1%	·	11%&3%&4%	·	·	4%&-18%	2%&5%&0%
CCOC(=O)c1cc(-c2ccc(F)cc2)n(CCC(=O)NC2CCN(Cc3ccccc3)CC2)c1C	8%	-4.1%	-4%	-1%	-34%	?	-22%	-4%
C=CCn1c(C)cc(C(=O)CSc2n[nH]c(N)n2)c1C	2%	0.7%	20%	?	-2%	-10%[46.1 µM]	-10%	0%
COc1ccc(NC(=O)Cn2nnc(C(N)=O)c2N)c(OC)c1	6%	0.9%	3%	-11%	-5%	3%[46.1 µM]	3%	2%
O=C(NCC(c1cccs1)N1CCOCC1)c1ccco1 (stereo unspecified)	3%	0.0%	-10%	4%	1%	-8%[46.1 µM]	4%	1%
O=C(CN1C(=O)NC2(CCc3ccccc3C2)C1=O)NCc1ccco1 (stereo unspecified)	6%	1.1%	0%	-2%	-3%	11%	-6%	-1%
Cc1noc(C)c1CS(=O)(=O)c1ccc(Br)cc1	-1%	0.0%	-11%	-2%	0%	-5%[46.1 µM]	-1%	4%
CN1CCN(C(=O)C(N)Cc2ccccc2)CC1 (stereo unspecified)	-1%	-1.2%	1%	4%	-1%	22%	0%	-12%
COc1cc(/C=C/C(=O)OCC(=O)Nc2ccccc2Sc2ccc(Cl)cc2)ccc1O	?	-1.8%	?	3%	-19%	-16%	?	0%
O=C(N/N=C/c1ccccn1)c1[nH]c2ccc([N+](=O)[O-])cc2c1-c1ccccc1	4.5µM*	25%	-8%	6%	-12%	-42%	?	-1%
Cc1ccc(S(=O)(=O)N2CCC(=O)N([C@H](COCc3ccccc3)Cc3ccccc3)CC2)cc1	?	-4.6%	·	-21%	·	·	-13%	2%
COCCCn1c(=O)/c(=C\c2cccc(OC)c2OC)s/c1=C(/C#N)C(=O)Nc1ccc(C(=O)O)cc1	·	1.1%	-1%	0%	·	-59%	-7%	-16%
COCCCNc1ncnc2ccc(C)cc12	-2%	-0.1%	3%	1%	2%	13%	-4%	-1%
COCc1c(C#N)c(NCCc2ccc(F)cc2)nc(C)c1[N+](=O)[O-]	?	3.0%	10%	2%	-3%	-27%	-26%	3%
Cc1cc(N2CCN(c3nnnn3-c3ccccc3)CC2)n2ncnc2n1	22µM*	4.3%	7%	-1%	2%	11%[7.67 µM]	-9%	-5%
CCc1ccc(OCCNC(=O)c2ccccc2SCc2ccc(F)cc2)cc1	-14%	-1.1%	-4%	-4%	-4%	1%[46.1 µM]	-19%	3%
CCOC(=O)c1cc(NC(=O)CCC(=O)O)ccc1N1CCCCC1	?	0.0%	-6%	-1%	1%	36%	-11%	-10%
CN(C)S(=O)(=O)c1cccc(C(=O)NCC2(N3CCOCC3)CCCCC2)c1	·	1.5%	3%	-4%	·	-1%	-2%	-1%

Look-ups from the results shown:
COc1cc(/C=C/C(=O)OCC(=O)Nc2ccccc2Sc2ccc(Cl)cc2)ccc1O @ NPSR antag = -16%
CCOC(=O)c1cc(-c2ccc(F)cc2)n(CCC(=O)NC2CCN(Cc3ccccc3)CC2)c1C @ Epigenetic reg = -4.1%

(cont.)
SMILES	ALDH1A1 inh	Epigenetic reg	GAA glycogen mod	aGal spleen mod	GAA inhib	NPSR antag	Tau fluor counter	aGlu spleen mod
Cc1cccc(NC(=O)c2ccc(NS(=O)(=O)c3c(C)noc3C)cc2)c1	-1%	0.0%	-3%	3%	-3%	-14%[46.1 µM]	-22%	1%
Oc1[nH]c2ccccc2c1N=Nc1ccccc1F	4%	?	8%	-1%	-6%	7%	-18%	-2%
CC(C)N(C(=S)NCc1ccccc1)c1ccccc1	?	-0.5%	2%	0%	-7%	-28%	-3%	-5%
CCO[C@H]1OC(C(=O)NCc2nc3ccccc3[nH]2)=C[C@@H](c2csc3ccccc23)[C@@H]1CCCO	-8%	0.9%	7%	2%	·	-39%	-18%	0%
COc1ccccc1C(CC(=O)Nc1ccccc1C)c1ccc(OC(C)C)cc1 (stereo unspecified)	?	1.1%	-3%	-7%	2%[15.4 µM]	-28%[46.1 µM]	-18%	5%
CC(C)Cc1nc(SCC(=O)Nc2ccc(S(N)(=O)=O)cc2)n[nH]1	?	-7.8%	2%	10%	-5%	1%[46.1 µM]	-4%	5%
COc1nc2ccccc2c(=O)n1OCC(C)C	14µM*	-0.7%	-7%	-13%	-7%	4%[46.1 µM]	-9%	1%

A section from the list above:
SMILES	ALDH1A1 inh	Epigenetic reg	GAA glycogen mod	aGal spleen mod	GAA inhib	NPSR antag	Tau fluor counter	aGlu spleen mod
CC(C)N(C(=S)NCc1ccccc1)c1ccccc1	?	-0.5%	2%	0%	-7%	-28%	-3%	-5%
CCO[C@H]1OC(C(=O)NCc2nc3ccccc3[nH]2)=C[C@@H](c2csc3ccccc23)[C@@H]1CCCO	-8%	0.9%	7%	2%	·	-39%	-18%	0%
COc1ccccc1C(CC(=O)Nc1ccccc1C)c1ccc(OC(C)C)cc1 (stereo unspecified)	?	1.1%	-3%	-7%	2%[15.4 µM]	-28%[46.1 µM]	-18%	5%
CC(C)Cc1nc(SCC(=O)Nc2ccc(S(N)(=O)=O)cc2)n[nH]1	?	-7.8%	2%	10%	-5%	1%[46.1 µM]	-4%	5%
COc1nc2ccccc2c(=O)n1OCC(C)C	14µM*	-0.7%	-7%	-13%	-7%	4%[46.1 µM]	-9%	1%

Some of the compounds tested, so the mix of outcomes need not match the whole.
